# MLL CXXC-DNA inh: blocks binding of human MLL CXXC domain to DNA. Q03164. 290,000 tested, 0.037% active. Potency, µM (titrated, usually from 115 µM), for inactives: top-dose activity change, negative = inhibition, actives largely listed as inhibitors. MLL-CXXC / FITC-HOXA9 DNA fluorescence polarization. AID 2662; active = well fitted inhibition curve with a large enough effect in the polarisation, with a control signal flat, not every such curve was filed as active; inconclusive = small, poorly fitted or top-dose-only effect, or effect the other way, or a change in a side signal; inactive = no such curve, though single readings can be large or run the other way; the % refers to the polarisation; also: potency is read from the fitted curve at half-maximal effect
#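 Fluorescence polarization: 7 uM MLL-CXXC (stock) preincubated 5 min with compounds, then 50 nM fluorescein-HOX-A9 DNA (stock) added; 30 min ambient. Buffer 50 mM Tris-HCl pH 7.5, 50 mM NaCl, 1 mM DTT, 0.05% BSA.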
# GALK inh: galactokinase (human) inhibition. Purified GALK, Kinase-Glo residual ATP luminescence. Potency, µM (top dose mostly 57.5 µM), for inactives: at the top dose activity change, negative = inhibition, usual class: inhibitors. 270,000 tested, 0.007% active; also: potency is read from the fitted curve at half-maximal effect; % is scaled to controls: 0 for no effect and ±100 for the full control effect
#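 Luminescence from leftover ATP (Ultra-Glo luciferase/luciferin) served as read-out after a 1 h room-temperature reaction of 5 nM GALK with 35 uM ATP and 100 uM galactose.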
# Chronic BCR inh: blocks chronic active B-cell receptor signaling. Potency, µM (highest dose often 46.1 µM), for the others: at the top dose ratio change, negative = lower green/red ratio, usual class: inhibitors. 340,000 tested, 0.05% active. ABC-DLBCL IkBa-CBG/CBR reporter, luminescence ratio, 4 h; active = well fitted inhibition curve with a large enough effect in the signal ratio, with a control signal flat, not every such curve was filed as active; inconclusive = small, poorly fitted or top-dose-only effect, or effect the other way, or a change in a side signal; the % refers to the signal ratio;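 also: potency is read from the fitted curve at half-maximal effect; plate controls were basal doxycycline-induced cells for no effect and cells given 10 µM MG132 for full effect; MG132 reads +100%, hits lower the ratio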
#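 TMD8 human ABC-DLBCL cells with doxycycline-inducible IκBα–green luciferase fusion and unfused red luciferase, in 0.5% FBS medium; compounds up to 46 uM, 4 h at 37C. Green/red luminescence ratio, filter-overlap corrected, fitted to concentration-response curves.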
# A-T KAP1 phos: potential ataxia-telangiectasia treatments restoring KAP-1 phosphorylation | Potency, µM (titrated, usually from 57.5 µM), without a hit: top-dose activation, most hits filed as activators | AID 485349 | 320,000 tested, 0.19% active | […] A-T fibroblasts, KAP-1 phosphorylation AlphaLISA; neocarzinostatin DNA damage 30 min before lysis; also: potency is read from the fitted curve at half-maximal effect; % of control where 0% means no effect; nearly all actives have a fitted effect of over 45% in size
#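 ATM-like activity read as KAP-1 phosphorylation via AlphaLISA donor/acceptor antibody pairs after lysis and 6 hr at 25C. Cells were ATM-null patient fibroblasts ([…], hTERT), dosed 60 min, then exposed to the DSB inducer NCS for 30 min.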
# hERG WT inh: blocks the wildtype human KCNH2 potassium channel; 340,000 tested, 0.37% active; AID 720551; activity change, % at 1.84 µM; U2OS, BacMam KCNH2, thallium flux FluxOr; stronger effect = lower value; Q12809;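 active = maximum activity change below -70%; inconclusive = maximum activity change between -70% and -50%; inactive = maximum activity change above -50%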; also: % is scaled to controls: 0 for no effect and ±100 for the full control effect
# Target sequence (Q12809 whole entry, looked up): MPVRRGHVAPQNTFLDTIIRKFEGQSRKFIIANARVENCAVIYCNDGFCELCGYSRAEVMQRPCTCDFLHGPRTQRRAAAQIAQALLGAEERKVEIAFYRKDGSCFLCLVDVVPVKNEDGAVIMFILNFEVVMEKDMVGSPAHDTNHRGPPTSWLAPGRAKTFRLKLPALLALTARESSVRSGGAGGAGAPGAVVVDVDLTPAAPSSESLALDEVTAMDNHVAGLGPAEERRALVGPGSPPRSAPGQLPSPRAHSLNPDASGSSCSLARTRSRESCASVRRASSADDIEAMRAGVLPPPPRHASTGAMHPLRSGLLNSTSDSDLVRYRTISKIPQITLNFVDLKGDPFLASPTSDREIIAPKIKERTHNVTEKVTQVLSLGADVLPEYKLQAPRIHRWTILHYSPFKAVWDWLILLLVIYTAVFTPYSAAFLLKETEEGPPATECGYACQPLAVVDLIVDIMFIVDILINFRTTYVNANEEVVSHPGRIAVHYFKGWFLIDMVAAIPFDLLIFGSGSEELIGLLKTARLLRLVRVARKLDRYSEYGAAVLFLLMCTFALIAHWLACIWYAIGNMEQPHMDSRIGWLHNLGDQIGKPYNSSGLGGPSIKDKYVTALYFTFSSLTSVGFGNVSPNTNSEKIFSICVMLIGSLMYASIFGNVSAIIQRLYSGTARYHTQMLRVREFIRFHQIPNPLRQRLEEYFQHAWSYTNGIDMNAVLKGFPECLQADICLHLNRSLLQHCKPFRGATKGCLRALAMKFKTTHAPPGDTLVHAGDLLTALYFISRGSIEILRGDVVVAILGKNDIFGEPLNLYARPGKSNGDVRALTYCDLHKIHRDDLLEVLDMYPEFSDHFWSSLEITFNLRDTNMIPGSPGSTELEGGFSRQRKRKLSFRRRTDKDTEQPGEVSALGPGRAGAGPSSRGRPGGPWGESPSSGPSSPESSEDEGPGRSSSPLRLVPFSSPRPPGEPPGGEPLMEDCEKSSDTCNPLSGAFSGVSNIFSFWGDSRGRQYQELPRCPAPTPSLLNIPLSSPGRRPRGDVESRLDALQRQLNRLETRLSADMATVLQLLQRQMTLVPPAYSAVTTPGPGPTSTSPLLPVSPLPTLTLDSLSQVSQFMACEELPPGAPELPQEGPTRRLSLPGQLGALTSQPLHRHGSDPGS
#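 U2OS cells transduced with wild-type KCNH2 virus are loaded with FluxOr dye for 45 min, and thallium flux is measured in kinetic reads before and after stimulation buffer. Rate constants are normalized to DMSO controls.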
# FBPA coupling cs: coupling enzyme interference in Giardia aldolase counter-screen; coupling enzyme system counterscreen, AmpLite Red fluorescence; activity change, negative = inhibition, % at 58.2 µM, hits read low; 290,000 tested, 0.67% active; AID 2472; in the data active = activity change below about -30%; also: % is scaled to controls: 0 for no effect and ±100 for the full control effect
#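 Counterscreen lacking aldolase: glyceraldehyde-3-phosphate coupling-enzyme reagent preincubated 10 min at RT with compound (at 57.5 uM final), then substrate/coupling system with AmpLite Red added; fluorescence read at 525/598 nm after 20 min RT.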
# Giardia kill: Giardia lamblia killing; Giardia lamblia trophozoite viability; activity change, % at 7.66 µM, hits read low; 340,000 tested, 0.15% active; AID 540267; in the data active = activity change below about -80%; inconclusive = between about -30% and that limit;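 also: parasites exposed to compound for two days anaerobically before the ATP read; % is scaled to controls: 0 for no effect and ±100 for the full control effect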
#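 Trophozoites 100 cells/well + cpd; 48 hrs, 37 deg C, anaerobic. ATPLite 1-Step added, 15-30 min RT, luminescence read (ATP-based viability).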
# TSHR antag: antagonists of human thyroid stimulating hormone receptor; P16473; TSHR-expressing cells, TSH-stimulated cAMP HTRF, 2 h; stronger effect = lower value; activity change, negative = inhibition, % at 11.5 µM; 330,000 tested, 0.2% active; AID 504810;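 active = activity change below a set negative limit, meaning inhibition stronger than a set level, cut at about -70% in these data; inconclusive = activity change between two set negative limits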; also: % is scaled to controls: 0 for no effect and ±100 for the full control effect
#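 TSHR-expressing cells were treated with compounds, then stimulated with TSH at EC80 (4nM final) for 2 hours at 37 deg C. Cellular cAMP was measured by HTRF competition between lysate cAMP and cAMP-d2 for a cryptate-labelled anti-cAMP antibody.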
# TCR activator: activators of T cell receptors. primary human leukocytes, anti-CD3, IL-2 HTRF, 48 h. Potency, µM (titrated, usually from 9.22 µM), inactives show top-dose activation of IL-2 secretion, usual class: activators. 330,000 tested, under 10 active. AID 504894; also: % of control where 0% means no effect
#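 HTRF read-out of IL-2 secretion: europium cryptate donor excited at 320nm, d2 acceptor emission at 665nm. Cells were primary human leukocytes incubated 48 hr with compounds and a-CD3 beads, supplying TCR signal only.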
# Tb PFK block: blocks T. brucei phosphofructokinase. O15648. T. brucei PFK, ADP-Glo luminescence. Potency, µM (series often up to 57.5 µM), inactives show top-dose activity, negative = inhibition, hits mostly inhibitors. 330,000 tested, 0.17% active;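 also: potency is read from the fitted curve at half-maximal effect; 0% = uninhibited 1x PFK enzyme wells and -100% = no-enzyme wells; nearly all actives have a fitted effect of over 60% in size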
#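 1.25 nM PFK with 0.5 mM F6P and 0.1 mM ATP in 0.1 M TEA pH 8.0, 5 mM MgCl2, incubated 45 min at room temperature; ADP measured by ADP-Glo luminescence; compounds titrated up to 57 uM.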
# Numbers without * were called inactive; ? = inconclusive; nt = not tested or not shown; [ ] = another dose, or the depositor's remark. Unless noted, calls follow the shape of the dose curve; as a rule, active = well fitted curve in the direction sought with a large enough effect; inconclusive = small, poorly fitted or top-dose-only effect, or another doubt; inactive = no such curve, though single readings can be large; an effect the other way counts as inactive or inconclusive.
SMILES,MLL CXXC-DNA inh,GALK inh,Chronic BCR inh,A-T KAP1 phos,hERG WT inh,FBPA coupling cs,Giardia kill,TSHR antag,TCR activator,Tb PFK block
O=C(CN1C(=O)CSC1=O)Nc1ccc2c(c1)OCCO2,-3%,4%,1%,7%,2,2,-23,5,-10%,4%
CC(=O)Nc1ccc(S(=O)(=O)NNC(=O)c2ccc(C)cc2)cc1,5%,2%,17%,-3%,7,0,11,-3,5%,3%
Cc1[nH]c(=O)[nH]c(=O)c1CSc1nnc(CCCCCNC(=O)OC(C)(C)C)o1,-23%,0%,0%,6%,-6,1,3,-9,-1%,1%
Cc1ccnc(NC(=O)CSc2ccccn2)c1,-19%,2%,?,-2%,2,1,27,8,4%,-2%
CSCCC(NS(=O)(=O)c1ccc(C)cc1)C(=O)NC1CCCCCC1 (stereo not drawn),nt,nt,7%,4%,10,nt,9,-17,0%,0%
COCCn1cnc2c(c1=O)c1nc3ccccc3nc1n2/N=C/c1ccc(OC)c(OC)c1,-8%,1%,-4%,1%,-6,0,-15,4,-1%,-14%
COc1ccc2cc(C(=O)NCC(=O)O)sc(=O)c2c1OC,-4%,-2%,?,9%,-4,1,2,1,3%,0%
COc1cccc(CN2CCN(Cc3cccc(Br)c3)CC2)c1OC,10%,-2%,-5%,-17%,16,-1,5,2,5%,-2%
Cc1ccc(Cl)cc1Nc1nc(-c2sc(NC(=O)c3ccccc3)nc2C)cs1,13%,6%,?,-3%,nt,0,nt,5,nt,-9%
Cc1ccc(-c2csc3ncnc(Nc4ccc(C(=O)O)cc4)c23)cc1,14%,3%,?,-5%,5,11,4,-21,3%,-1%
COc1ccccc1OCC(=O)c1[nH]c(C)c(C(C)=O)c1C,-2%,0%,-5%,6%,2,-1,2,-23,7%,-1%
c1cncc(CSc2ccc(-c3cccs3)nn2)c1,3%,11%,0%,-2%,-7,0,-9,-2,9%,-3%
COc1ccccc1NC(=O)C(C)Nc1ccc(C)c(Cl)c1 (stereo not drawn),-6%,-1%,?,7%,-1,-3,-7,-5,nt,-9%
CC(C)c1ccc(OCC(O)CN2CCN(c3ccccn3)CC2)cc1 (stereo not drawn),2%,1%,?,-1%,32,0,-10,-4,-2%,1%
CCN1C(=O)/C(=C\C=C2/C=CC=CN2CC)SC1=S,55%[activator],8%,-4%,-15%,-2,-31*,11,-3,4%[46.1 µM],-22%
COc1ccc(CNC(=O)C/C(C)=N/NC(=O)c2ccc(OC)cc2OC)cc1,-3%,0%,6%,-10%,-7,0,26,-16,-8%,-1%
Cc1cccc(NCc2nc(SCC(=O)Nc3ccccc3)n[nH]2)c1,0%,3%,-3%,-11%,2,0,16,-1,nt,-4%
Cn1c(=O)cc(SCC(=O)NCCCN2CCN(c3ccc(F)cc3)CC2)c2ccccc21,14%,1%,?,-7%,27,2,-14,-9,nt,1%
O=C(Cn1cc(C(=O)c2ccco2)c2ccccc21)NCc1ccco1,-2%,-4%,0%,1%,-4,-1,-9,14,1%,-3%
O=C(COC(=O)Cc1ccc(F)cc1)NC1CCCCCC1,nt,nt,-14%,7%,1,nt,23,-3,-1%,0%
COC(=O)CCC(=O)Nc1nccs1,0%,-1%,?,8%,4,-2,-17,-1,1%,-1%
Cn1cc(CN2CCC(C(=O)Nc3cccc(-c4cccc(F)c4)c3)CC2)cn1,11%,-3%,?,1%,21,nt,22,-4,1%,-4%
COC(=O)[C@]1(Cc2ccccc2)N[C@H](CN(C)S(=O)(=O)c2ccc(-c3ccccc3)cc2)[C@@H]2C(=O)N(C)C(=O)[C@@H]21,nt,nt,2%,8%,4,nt,-21,25,1%,8%
c1ccc2c(CN3CCOCC3)c3ccccc3c(CN3CCOCC3)c2c1,5%,-4%,3%,-3%,2,-2,17,16,-4%,5%
O=C(Nc1nnc(-c2ccc3c(c2)OCCO3)o1)C1CCCCC1,-7%,-1%,-10%,-4%,8,0,-16,4,0%,-5%
C=CCN1C(=O)OC2(CCCCC2)C1(C)O (stereo not drawn),-4%,0%,1%,1%,-2,-3,-2,9,11%[46.1 µM],0%
COc1ccccc1NC(=O)c1ccc(NC(=O)CN2CCCCC2)cc1,nt,nt,-3%,-8%,4,nt,-17,-5,-6%[46.1 µM],-2%
CCc1ccc(-c2nc(CSCC(=O)NCCCN3CCCC3=O)c(C)o2)cc1,4%,1%,7%,-4%,-13,1,-10,12,-1%,0%
OCC[C@H]1C[C@H](O)[C@@H](O)[C@@]2(CCc3ccccc3O2)O1,nt,nt,0%,-5%,-9,nt,-10,-4,-3%,-3%
COc1ccccc1NC(=O)NCC1(N(C)C)CCCCC1,2%,1%,12%,-5%,-8,-1,12,-4,5%,-5%
Cc1ccc(N(C(C)C(=O)Nc2ccc(S(=O)(=O)N3CCOCC3)cc2)S(C)(=O)=O)cc1 (stereo not drawn),-1%,1%,0%,-5%,4,2,9,7,-29%,0%
CCCCNC(=O)c1onc(CSc2ccc(C)c(C)c2)c1C(=O)O,0%,-14%,11%,-2%,-11,10,37[activator],-20,2%,1%
S=C(Nc1ccc(Br)cc1)N1CCN(c2ccccn2)CC1,21%,3%,4%,-2%,-5,3,-8,-18,2%,-2%
CCC(=O)[C@@]1(C)[C@H](C)C[C@H]2[C@@H]3CCC4=CC(=O)C=C[C@]4(C)[C@H]3[C@@H](O)C[C@@]21C,nt,nt,?,9%,-13,nt,3,1,-5%,-5%
CCOC(=O)Cn1c(N2CCOCC2)nc2c1c(=O)[nH]c(=O)n2C,3%,0%,4%,-1%,8,1,-3,1,0%,-1%
O=C(NCC1CCCO1)c1cccc(Oc2ccccc2)c1 (stereo not drawn),11%,-5%,3%,-6%,-1,nt,4,-1,-6%,-4%
O=C(COc1ccc(Br)cc1F)NCC1(N2CCCCC2)CCCCC1,nt,nt,-5%,-7%,14,nt,-10,14,-3%[46.1 µM],-3%
CN(CC(=O)Nc1ccccc1Cl)CC(=O)c1c(N)n(Cc2ccccc2)c(=O)n(C)c1=O,nt,nt,2%,3%,2,nt,0,18,-2%,0%
CCC(CC)c1nnc(NC(=O)CCNC(=O)c2ccccc2Cl)s1,9%,12%,-1%,-13%,-1,0,-9,9,1%,0%
O=C(NCCCN1CCOCC1)C1COc2ccccc2O1 (stereo not drawn),1%,1%,?,6%,-9,nt,66[activator],12,2%,3%
Cc1nnc(SCc2cnc(-c3ccc(C(C)C)cc3)s2)n1C,8%,-3%,-9%,2%,-1,0,3,13,-3%,-2%
COc1ccc(-c2nnc3ccc(SCC(=O)Nc4cc(C)on4)nn23)cc1,-1%,9%,-16%,0%,nt,2,nt,-5,nt,-2%
COC(=O)C1=CN(Cc2cccs2)C=C(C(=O)OC)C1c1cccc(OC)c1OC,1%,-5%,-1%,17%,0,3,-5,2,4%,-1%
COc1cc(/C=C(\C#N)c2ccccn2)cc(OC)c1O,?,-2%,?,-55%[inhibitor],-6,-5,5,-9,-4%,5%
O=C(CN1CCN(c2ccccc2)CC1)N1N=CCC1c1ccccc1 (stereo not drawn),-5%,-2%,10%,-1%,-6,1,7,29,8%,-4%
COCC(C)n1c(C)cc(C(=O)CSc2nnc(N)s2)c1C (stereo not drawn),-27%,-3%,?,-2%,-3,-1,-8,9,-6%,0%
C=CCn1c(=O)n(CCC#N)c(=O)n(CCC#N)c1=O,5%,2%,1%,8%,0,3,12,-1,3%,-2%
Cn1cc(CN2CCCC(C(=O)c3ccc(-c4ccccc4)cc3)C2)cn1 (stereo not drawn),1%,0%,?,0%,13,-1,15,5,-8%,-2%
CC(c1ccncn1)N(C)C(=O)c1ccc2oc(Cc3ccccc3)nc2c1 (stereo not drawn),-10%,-1%,1%,4%,4,nt,-1,38,-5%,0%
Cn1c(SCc2ccon2)nc2ccccc2c1=O,4%,0%,-5%,3%,6,1,2,-1,-3%,-8%
CC(C)Cn1c(N)c(C(=O)COC(=O)c2ccccc2C(=O)c2ccccc2)c(=O)n(C)c1=O,nt,nt,6%,-3%,17,nt,0,-17,1%,1%
O=C1/C(=C/Nc2ccc3c(c2)OCO3)CCc2ccccc21,-18%,5%,?,nt,-1,-40*,?,-21,5%,-22%
CCCCCC(=O)Nc1ccc(N2CCN(C(=O)c3ccccc3)CC2)cc1,-2%,1%,-1%,-8%,8,2,-11,-4,2%,-15%
O=C(CCCN1C(=O)C2CC=CCC2C1=O)Nc1cccc(F)c1 (stereo not drawn),12%,-5%,?,-2%,-4,nt,6,-3,6%,-1%
CCCN(C(=O)c1cc(S(=O)(=O)N2CCCCC2)ccc1Cl)C1CCS(=O)(=O)C1 (stereo not drawn),6%,-1%,-13%,46%,8,4,-12,3,7%,3%

# Bioassay records: PubChem BioAssay, National Center for Advancing Translational Sciences (NCATS)
